# Assay outcomes deposited in PubChem by National Center for Advancing Translational Sciences (NCATS).
# IL2 activator – IL-2 activation | IL-2 activation reporter assay, cell-based qHTS; stimulated with anti-CD3/CD4/CD28 beads; in transgenic mouse T cells | activation, % (series mostly up to about 46 µM) | actives 0.065% (n = 360,000); in the data active = activation above about 50%; inconclusive = mostly about 30% to 49%; note: 0% is about no effect
#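 Unstimulated transgenic mouse T cells; 60-min compound exposure; bead-based TCR/CD4/CD28 stimulation; 18 h culture, 37 degrees C; dual fluorescence (EGFP, DsRed) plate cytometry.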
# Abeta yeast res – compounds reversing amyloid beta toxicity in yeast; yeast expressing A-beta42, growth rescue, OD600, 48 h; response scale: 0% DMSO, 100% iron-clioquinol control; AID 1347071; Potency, µM (titrated, usually from 46.1 µM), for inactives: at the top dose growth rescue, usual class: activators; actives 0.063% (n = 410,000); note: potency is the fitted concentration of half-maximal effect; nearly all actives have a fitted effect of over 55% in size
#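 Growth rescue measured by 600 nm absorbance after 48 h yeast culture at 30 C with compound. Values normalized between DMSO and an equimolar ferric chloride plus clioquinol control.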
# PI5P4K alpha inh – PI5P4K alpha (human) kinase inhibition | PI5P4Kalpha enzyme, ADP-Glo luminescence, 60 min; active compounds read low | max response, % | actives 1.2% (n = 330,000) | AID 652105 | P48426; active = max response of -50% or lower; inconclusive = between -30% and -50%; inactive = -30% or higher; note: value at the top dose of about 77 µM; % is set by controls: 0 for no effect and ±100 for the full control effect
# Target sequence (P48426 whole entry, looked up): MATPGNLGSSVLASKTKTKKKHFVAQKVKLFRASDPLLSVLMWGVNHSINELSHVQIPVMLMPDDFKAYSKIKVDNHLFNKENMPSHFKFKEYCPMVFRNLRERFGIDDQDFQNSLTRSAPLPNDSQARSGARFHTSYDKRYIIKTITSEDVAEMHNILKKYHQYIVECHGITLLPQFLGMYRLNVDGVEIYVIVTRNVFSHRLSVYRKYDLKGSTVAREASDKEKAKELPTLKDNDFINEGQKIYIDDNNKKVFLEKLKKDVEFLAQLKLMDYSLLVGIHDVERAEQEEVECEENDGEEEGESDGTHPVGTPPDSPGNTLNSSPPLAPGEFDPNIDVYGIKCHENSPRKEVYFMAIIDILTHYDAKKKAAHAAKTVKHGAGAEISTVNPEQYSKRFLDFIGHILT
#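 PI5P4Kalpha ADP-Glo assay; 5 microM ATP final; 60 min RT reaction; HEPES pH 7.4/EGTA/CHAPS, 5% DMSO; controls lacking substrate or enzyme; luminescent end-point.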
# EPAC1 agonist – activates human EPAC1 exchange factor; EPAC1 agonist qHTS, biochemical assay; response scale: 100% = response to 6.5 mM cAMP; Potency, µM (titrated, usually from 154 µM), without a hit: at the highest dose activation, most hits filed as activators; actives 0.073% (n = 360,000); AID 720707; note: potency is the fitted concentration of half-maximal effect; nearly all actives have a fitted effect of over 60% in size
#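 Compounds were pinned as a concentration titration into mixtures of EPAC1 (100 nM), BODIPY-GDP-loaded Rap1B (250 nM) and GDP (50 uM). After 5 min at room temperature, fluorescence was followed for 30 min; activity was scaled to 6.5 mM cAMP.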
# EPAC1 antag – EPAC1 (human) antagonism; O95398; EPAC1 GEF assay, Rap1b-BODIPY-GDP exchange fluorescence; Potency, µM (titrated, usually from 115 µM), inactives show at the highest dose activity change, negative = inhibition, most hits filed as inhibitors; actives 0.14% (n = 360,000); AID 720709;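 note: potency is the fitted concentration of half-maximal effect; plate controls were vehicle for no effect and positive control for full effect; nearly all actives have a fitted effect of over 50% in size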
# PLK1 PBD inh – blocks phosphopeptide binding to human PLK1 polo-box domain; actives 2.8% (n = 360,000); Potency, µM, without a hit: max response, negative = inhibition, actives largely listed as inhibitors; P53350; AID 720504; Plk1 PBD binding of FITC phosphopeptide, fluorescence polarization; note: potency is the fitted concentration of half-maximal effect; series mostly up to about 57 µM; % is set by controls: 0 for no effect and ±100 for the full control effect; nearly all actives have a fitted effect of over 65% in size
# Target sequence (P53350 whole entry, looked up, the tested form may be a part): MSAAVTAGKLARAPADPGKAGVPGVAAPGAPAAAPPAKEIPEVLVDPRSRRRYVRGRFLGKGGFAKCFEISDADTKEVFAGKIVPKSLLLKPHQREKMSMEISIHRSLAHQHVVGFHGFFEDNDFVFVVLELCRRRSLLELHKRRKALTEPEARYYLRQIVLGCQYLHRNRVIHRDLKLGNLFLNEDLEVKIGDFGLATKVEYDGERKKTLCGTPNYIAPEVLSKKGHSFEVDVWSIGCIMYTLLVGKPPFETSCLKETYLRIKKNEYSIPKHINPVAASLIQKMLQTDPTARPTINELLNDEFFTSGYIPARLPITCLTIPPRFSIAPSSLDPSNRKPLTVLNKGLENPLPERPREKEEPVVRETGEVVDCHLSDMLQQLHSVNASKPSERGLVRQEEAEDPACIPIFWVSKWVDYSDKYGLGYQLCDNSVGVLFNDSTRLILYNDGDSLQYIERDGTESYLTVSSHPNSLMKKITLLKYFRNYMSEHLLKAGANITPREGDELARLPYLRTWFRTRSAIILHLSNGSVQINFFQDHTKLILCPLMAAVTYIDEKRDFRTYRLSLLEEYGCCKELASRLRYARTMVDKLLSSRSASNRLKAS
# WRN helicase inh – inhibitors of human WRN helicase. actives 0.46% (n = 360,000). Potency, µM (top dose mostly 114 µM), for the others: at the top dose activity change, negative = inhibition, actives largely listed as inhibitors. AID 651768. WRN helicase unwinding, fluorescent forked duplex, kinetic; note: potency is the fitted concentration of half-maximal effect; % is set by controls: 0 for no effect and ±100 for the full control effect; nearly all actives have a fitted effect of over 55% in size
#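 Enzyme (20 nM final) and test compound sit together 15 min at room temperature before substrate addition. Substrate is a single-forked duplex oligonucleotide (100 nM) labelled with fluorophore and quencher, with 2 mM ATP; helicase unwinding raises red fluorescence, read kinetically.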
# FUS suppressor – suppressors of FUS proteinopathy in yeast | AID 1347120 | Potency, µM (highest dose often 76.6 µM), for the others: top-dose growth rescue (activation), actives largely listed as activators | actives 0.24% (n = 390,000) | S. cerevisiae FUS-expressing, growth rescue, OD600, 24 h;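 note: potency is the fitted concentration of half-maximal effect; plate controls were DMSO vehicle for no effect and reference control for full effect; nearly all actives have a fitted effect of over 55% in size; some results filed as inactive show a strong effect at the top dose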
#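 Yeast FUS proteinopathy model; galactose-induced FUS (2%), starting OD 0.005. Cpds in dilution series, 24hr, 30C, 99% humidity. Abs 600 nm growth. Pos ctrl CP55940 (top 92uM final); neg ctrl DMSO.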
# Active calls of the source: *; ? = inconclusive; / = not tested or not shown; [ ] = remark or other dose. Unless noted, calls come from the whole dose curve; as a rule, active = well fitted curve in the direction sought with a large enough effect; inconclusive = small, poorly fitted or top-dose-only effect, or another doubt; inactive = no such curve, though single readings can be large; an effect the other way counts as inactive or inconclusive. Compounds as they come; overall some 4.1% were active at least once.
No. | smiles | IL2 activator | Abeta yeast res | PI5P4K alpha inh | EPAC1 agonist | EPAC1 antag | PLK1 PBD inh | WRN helicase inh | FUS suppressor
1 | COC(=O)[C@@]12CCCN1[C@H](c1ccc(-c3cccc(Cl)c3)cc1)[C@H]1C(=O)N(C)C(=O)[C@H]12 | -2.2 | -8% | -1 | -11% | 1% | 2% | -3% | 23%
2 | O=C(O)c1cccc(Nc2nc(-c3ccc([N+](=O)[O-])cc3)nc3ccccc23)c1 | -0.8 | 4% | -10 | 5% | -6% | ? | -2%[57.1 µM] | -14%
3 | CCOc1ccccc1OCc1nn2c(COc3ccccc3)nnc2s1 | -1.6 | 5% | / | 3% | -2% | 4.7µM* | -21% | 16%
4 | Cc1ccc2c(c1)C1CN(C)CCC1N2Sc1ccccc1[N+](=O)[O-] (stereo not drawn) | 0.6 | 6% | -3 | 6% | ? | -22% | -6% | 25%
5 | CN(C)c1ccc(C(CC(=O)O)C(=O)O)cc1 (stereo not drawn) | 3.9 | 5% | 4 | 4% | -1% | -16% | -28%[57.1 µM] | 2%
6 | O=C(COC(=O)c1ccc2c(c1)OCO2)Nc1ccccc1OC(F)F | 0.1 | -8% | -6 | -2% | 10% | -2% | 3% | /
7 | O=C(CC(NC(=O)c1ccccc1Cl)c1ccccc1)NCCc1ccc(Cl)cc1 (stereo not drawn) | -4.2 | -8% | -7 | -5% | 4% | -6% | 14% | /
8 | O=C(NCc1nnc2c(C(F)(F)F)cc(Cl)cn12)c1cccnc1 | -0.8 | 0% | 1 | 0% | -4% | 5% | 4% | -16%
9 | N#CC1CC(c2ccc([N+](=O)[O-])cc2)=NN1c1ccc([N+](=O)[O-])cc1 (stereo not drawn) | 2.3 | 10% | 2 | 3% | -2% | 14% | 0% | -7%
10 | CCOC(=O)c1c(C)n(C)c2cc(OCCN(CC)CC)ccc12 | -4.2 | -1% | / | 10% | -1% | -4% | -6%[57.1 µM] | 3%
11 | Cc1cc(C)n(CCC(=O)N2c3ccccc3CC2C)n1 (stereo not drawn) | 2.0 | / | -6 | 9% | -2% | -10% | -3% | 2%
12 | CCOc1ccc(CCNC(=O)COC(=O)CNC(=O)c2ccc(Br)o2)cc1OCC | 0.0 | 1% | 1 | -11% | -8% | 4% | -3% | 13%
13 | CCOC(=O)c1c(-c2cccc([N+](=O)[O-])c2)csc1NC(=O)C1CC1 | -0.2 | -19% | / | 5% | -17% | -12% | -17% | 54%
14 | CS(=O)(=O)N(CC(=O)N1CCCCC1)C1CCCCC1 | -0.7 | -9% | 0 | 6% | -7% | -16% | 2% | 9%
15 | COc1cccc(NC(=O)CCS(=O)(=O)c2cccs2)c1 | -0.3 | 17% | 6 | 4% | 4% | -1% | -7% | -33%
16 | CN[C@H]1C[C@H]2c3[nH]c4ccc(-c5ccc(OC)cc5)cc4c3CCN2C(=O)[C@H]1[C@H](C)O | -3.1 | -64%[inhibitor] | 0 | -31%[inhibitor] | 12% | -4% | 8% | 18%
17 | O=C(CN1C(=O)CSc2ccc(S(=O)(=O)N3CCOCC3)cc21)NCCc1ccccc1 | 0.4 | -2% | -3 | 14% | 6% | -14% | 6% | 7%
18 | COC(=O)CSc1nnc(-c2ccoc2C)n1-c1ccc(C)cc1 | -1.8 | 12% | -4 | 1% | 3% | -22% | -5% | 12%
19 | Cc1ccc(S(=O)(=O)NNC2=NS(=O)(=O)c3ccccc32)c(C)c1 | 2.2 | -2% | 2 | -2% | 24% | -11% | -12% | 24%
20 | O=C(Nc1nc2ccccc2[nH]1)c1ccc(F)c(S(=O)(=O)N2CCOCC2)c1 | -1.8 | -3% | -5 | 9% | 12% | -13% | -7% | 11%
21 | Cc1ccc(S(=O)(=O)/N=C(\Sc2ccccc2)c2ccccc2)cc1 | 0.7 | ? | / | 9% | 2% | ? | -13% | 25%
22 | CN1CCN(c2oc(-c3ccc([N+](=O)[O-])cc3)nc2C#N)CC1 | -0.8 | -2% | -1 | 6% | 4% | -7% | -2% | 2%
23 | COc1cccc(/C=N\NC(=O)C2=NNC(=O)C2C)c1O (stereo not drawn) | -0.3 | -14% | -73* | -13% | 10% | -3% | 7% | 18%
24 | Cc1c(NC(=O)c2cnn3c2NC(c2ccc(Br)cc2)CC3C(F)(F)F)c(=O)n(-c2ccccc2)n1C (stereo not drawn) | 1.3 | -13% | 2 | 5% | -1% | -9% | -5% | ?
25 | CC(Sc1nncn1C)C(=O)Nc1ccc(Cl)cn1 (stereo not drawn) | -3.7 | 0% | 9 | -4% | -11% | -2% | 7% | 10%
26 | CCc1ccc(OCC(=O)Nc2cc(S(=O)(=O)CC)ccc2O)cc1 | -0.1 | ? | 2 | -5% | -21% | -9% | -7% | /
27 | CCCCOc1ccc(CNn2c(C)nc3ccccc3c2=O)cc1 | -0.2 | 1% | / | -3% | 12% | 0% | -11% | 13%
28 | Clc1ccc(CNCC2CCCO2)cc1 (stereo not drawn) | 1.0 | 2% | -3 | -1% | 5% | -8% | -3% | -9%
29 | CCCC(c1nnnn1CC(=O)OCC)N(Cc1cc2c(C)cc(C)cc2[nH]c1=O)C1CCCC1 (stereo not drawn) | 0.7 | 19% | -8 | 4% | -2% | 1% | -9%[57.1 µM] | -23%
30 | COc1ccc(-n2c(O)c(C=NC3CC3)c(=O)[nH]c2=O)cc1 | 2.3 | 5% | 0 | 2% | -5% | -4% | -5% | -17%

# More entries:
# Every second line gives: IL2 activator	Abeta yeast res	PI5P4K alpha inh	EPAC1 agonist	EPAC1 antag	PLK1 PBD inh	WRN helicase inh	FUS suppressor
31	S=C1NC(c2cccs2)=CC(c2ccc(Br)cc2)N1 (stereo not drawn)
  1.9	14%	-9	27%	1%	?	-30%	/
32	O=C(Nc1ccnn1C1CCN(C(=O)c2ccc(C(F)(F)F)cc2)CC1)C1CC1
  -3.1	-8%	1	-11%	10%	-4%	10%	15%
33	NS(=O)(=O)c1cccc(NC(=O)CN2CCN(S(=O)(=O)c3ccc4c(c3)OCCO4)CC2)c1
  -0.9	12%	-2	10%	3%	1%	-7%	5%
34	CC(=O)Nc1ccc(C2=NNC(=Nc3cccc(S(=O)(=O)N(C)C)c3)SC2)cc1
  -0.1	-7%	-71*	-13%	-13%	19µM*	7%	39%
35	CCC(C)(O)C(=O)N[C@H]1CCCN1C(=O)/C=C/c1ccccc1 (stereo partly drawn)
  2.9	-4%	1	-8%	5%	-2%	-6%	-27%
36	CC(=O)Nc1ccc(N2C(=O)CSC2c2c(F)cccc2Cl)cc1 (stereo not drawn)
  -0.6	?	3	1%	6%	0%	-16%	8%
37	C=CCNC(=O)C1=NN(c2c(F)c(F)cc(F)c2F)C(=O)CC1
  0.5	-5%	-8	11%	10%	-8%	12%	10%
38	CCNc1nc(N)c(C(=O)c2ccc(Cl)s2)s1
  -0.6	23%	-13	-3%	3%	5%	-1%	-2%
39	COc1ccc(-c2cc(C(F)F)n3ncc(C(=O)Nc4cc(C)on4)c3n2)cc1
  -1.0	-5%	-1	8%	0%	-7%	2%	-4%
40	COc1ccccc1CN1C(=O)CCC1(C)C(=O)NC1CCCCCC1 (stereo not drawn)
  -2.2	15%	/	4%	-3%	-3%	-10%	26%
41	COc1ccc(Cn2nnnc2C(C(C)C)N(Cc2ccco2)Cc2cccs2)cc1 (stereo not drawn)
  -0.6	9%	17	6%	-2%	-2%	-2%	11%
42	O=C1C2CC=CCC2C(=O)N1Cc1ccccc1Cl (stereo not drawn)
  0.2	7%	2	2%	-1%	-6%	0%	/
43	CCOc1ncccc1C(=O)Nc1cc(S(=O)(=O)N2CCCCC2)ccc1OC
  -3.5	17%	3	1%	-7%	-12%	-6%	7%
44	Cc1noc(C)c1COc1cccc(C(=O)OCCOc2ccc(F)cc2)c1
  -0.3	-6%	14	1%	-7%	-1%	-7%	13%
45	CC(C)(CNC(=O)Cc1ccc(Br)cc1)N1CCOCC1
  0.9	-13%	2	10%	4%	-9%	8%	-4%
46	COc1ccc(/C(N)=N/OC(=O)c2ccco2)cc1OC
  0.6	-23%	-6	3%	?	?	12%[57.1 µM]	-11%
47	Cc1ccnc(NS(=O)(=O)c2ccc(NC(=O)C3CC=CCC3C(=O)O)cc2)n1 (stereo not drawn)
  -0.6	11%	1	4%	-8%	-3%	-13%	16%
48	Cc1ccc(Cn2ccc(NC(=O)c3cc(CC(C)C)on3)n2)cc1
  -1.9	20%	8	-6%	-28%	2%	-10%	26%
49	CCNC(=O)CSc1nc2ccccc2c(=O)n1OC
  0.3	11%	-1	-1%	8%	-5%	2%	-29%
50	COc1ccc(-c2cnc3c(c2)C(=O)N([C@H](C)CO)C[C@H](C)[C@H](CN(C)C(=O)Cc2cccnc2)O3)cc1
  -0.8	6%	3	4%	1%	-7%	-2%	5%
51	CC(C)(C)NC(=O)C1CN(S(=O)(=O)c2ccccc2)CCN1S(=O)(=O)c1ccccc1 (stereo not drawn)
  -0.9	19%	-7	-14%	-1%	1%	4%	-3%
52	CC(CC(=O)N1CCN(C(=O)c2ccccc2)CC1)c1ccccc1 (stereo not drawn)
  2.5	-3%	1	7%	-16%	-7%	8%	10%

# Some of these compounds in order of number of heavy atoms, lowest first.
# Every second line gives: IL2 activator	Abeta yeast res	PI5P4K alpha inh	EPAC1 agonist	EPAC1 antag	PLK1 PBD inh	WRN helicase inh	FUS suppressor
49	CCNC(=O)CSc1nc2ccccc2c(=O)n1OC
  0.3	11%	-1	-1%	8%	-5%	2%	-29%
48	Cc1ccc(Cn2ccc(NC(=O)c3cc(CC(C)C)on3)n2)cc1
  -1.9	20%	8	-6%	-28%	2%	-10%	26%
6	O=C(COC(=O)c1ccc2c(c1)OCO2)Nc1ccccc1OC(F)F
  0.1	-8%	-6	-2%	10%	-2%	3%	/
44	Cc1noc(C)c1COc1cccc(C(=O)OCCOc2ccc(F)cc2)c1
  -0.3	-6%	14	1%	-7%	-1%	-7%	13%
2	O=C(O)c1cccc(Nc2nc(-c3ccc([N+](=O)[O-])cc3)nc3ccccc23)c1
  -0.8	4%	-10	5%	-6%	?	-2%[57.1 µM]	-14%
50	COc1ccc(-c2cnc3c(c2)C(=O)N([C@H](C)CO)C[C@H](C)[C@H](CN(C)C(=O)Cc2cccnc2)O3)cc1
  -0.8	6%	3	4%	1%	-7%	-2%	5%
